TRPML3 agonist – human TRPML3 channel agonists, primary screen, cell-based, HEK293 TRPML3-YFP, Fluo-8 calcium fluorescence, 3 µM; 100% = the carbachol control signal; activation, % at 3 µM; hit rate 0.29% among 220,000;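 active means activation above its plate's cutoff, the mean activation of the plate's test wells plus 3 SD, cut at about 12% in these data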;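 further: 0% = DMSO only wells and 100% = carbachol wells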
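Test system: HEK293 cells stably carrying human TRPML3-YFP; Doses: single dose, 3 µM final nominal compound, 0.3% DMSO final; Schedule: dye loading 1 h 37 °C then 30 min ambient, 125 s read; Technique: Fluo-8 calcium fluorescence; Benchmarks: high control carbachol 87 µM, low control DMSO.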
Wee1 degr inh – Wee1 degradation inhibitors, primary screen, cell-based, HeLa, Wee1K328M-luciferase, luminescence. hit rate 1.2% among 220,000. HeLa Luc-Wee1K328M stability; 100% = proteasome inhibitor MG132 effect. Wee1-like protein kinase (Homo sapiens), P30291. reporter increase, % at 5 µM;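 active means activation above the mean of all tested compounds plus 3 SD, set per screening run, cut at about 8.8% in these data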;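 further: cells exposed to compound for 20 h before luminescence read; 0% = DMSO alone and 100% = MG132 at 30 µM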
TNF death inh – inhibitors of TNF-alpha triggered necroptosis, primary screen, cell-based, Jurkat FADD-/-, single concentration; Jurkat FADD-/- TNF necroptosis rescue, ATP luminescence, 24 h; 0 = TNF only, 100 = no-TNF cells; activation (protection from cell death), % at 10 µM; hit rate 0.068% among 220,000;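 active means activation, meaning protection from cell death, of at least 50% relative to plate controls; inactive means activation below 50%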;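 further: necroptosis triggered by 40 ng/mL TNF-alpha added together with compound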
Ba/F3 V617F tox – reduced viability of JAK2V617F-dependent Ba/F3 cells, primary screen, JAK2V617F inhibitor project, cell-based, Ba/F3 EpoR-JAK2V617F, luminescence; ATP luminescence; inhibition, % at 5.6 µM; hit rate 1.1% among 220,000;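 active means inhibition above the campaign mean plus 3 SD over all tested compounds, cut at about 24% in these data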;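 further: cytokine-independent growth of Ba/F3 cells driven by EpoR plus mutant JAK2; 0% = DMSO-treated cells and 100% = JAK inhibitor I control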
BaF3 parental – parental Ba/F3 cell viability inhibition, counter-screen for JAK2V617F inhibitor project, murine pro-B, CellTiter-Glo luminescence | hit rate 1.1% among 220,000 | AID 1486, 2009 | CellTiter-Glo ATP luminescence | inhibition, % at 5.6 µM;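 active means inhibition above a per-campaign cutoff, the mean inhibition of all tested compounds plus 3 SD, cut at about 27% in these data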;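 further: 0% = DMSO wells and 100% = JAK Inhibitor I control wells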
CHOP inh – inhibitors of CHOP promoter induction, primary screen, cell-based, unfolded protein response, luciferase reporter; CHO-K1 CHOP-promoter luciferase, tunicamycin-induced, 15-18 h; hit rate 3.8% among 220,000; inhibition, % at 10 µM;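 active means compounds that reduced the stress-induced luciferase reporter signal by more than about 70% of percent inhibition, limit read from the data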;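 further: 0% = tunicamycin plus vehicle and 100% = wells without tunicamycin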
RBBP9 inhibitor – human RBBP9 inhibitors, primary screen, biochemical, fluorescence polarization, FP-Rh probe, HTS | Serine hydrolase RBBP9 (Homo sapiens), O75884 | recombinant RBBP9 | inhibition, % at 7.94 µM | hit rate 0.2% among 220,000;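 active means inhibition above the campaign mean of all tested compounds plus 3 SD, cut at about 14% in these data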;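 further: plate controls were DMSO wells with RBBP9 for no effect and wells lacking RBBP9 protein for full effect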
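System: RBBP9 protein / Quantity: 2.5 µM RBBP9 dispensing solution, before mixing / Also added: Serine-hydrolase probe FP-Rh, 375 nM pre-mixing / Dosing: 7.94 µM single dose, 0.794% DMSO / Timing: enzyme-compound preincubation 30 min, then probe labeling 45 min, 25 °C / Signal: FP readout at 525/598 nm / Controls: DMSO-treated enzyme wells and wells lacking RBBP9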
PPC-1+TRAIL kill – compounds killing PPC-1 cancer cells with TRAIL present, primary screen, TRAIL potentiator project, ATPLite luminescence, uHTS; PPC-1 cells + TRAIL, ATPLite viability luminescence; cell killing (% activity), % at 4 µM; hit rate 0.41% among 220,000; AID 1443, 2008;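 active means cell killing above 50% in the first pass at 4 µM, then a duplicate retest at 5 µM averaging 50% or more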;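 further: plate controls were cells with TRAIL plus DMSO for no effect and medium-only wells lacking cells for full effect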
zfTRPN1 agonist – zebrafish TRPN1 channel agonists, primary screen, cell-based, HEK293, calcium fluorescence | activation, % at 3 µM | AID 1424, 2008 | hit rate 0.18% among 220,000 | HEK293 zebrafish TRPN1-YFP, Fluo-8 calcium fluorescence; 100% = response to 87 µM carbachol | transient receptor potential cation channel N1 (TRPN1/NompC), Danio rerio;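 active means activation above its plate's cutoff, the mean activation of test wells on that plate plus 3 SD, cut at about 19% in these data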;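 further: 0% = DMSO alone and 100% = 87 µM carbachol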
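Material: zebrafish TRPN1-YFP in HEK293 cells. Doses: one dose of 3 µM, 0.3% DMSO. Incubation: dye 1 h 37 °C plus 30 min RT. Measured by: intracellular calcium fluorescence with Fluo-8.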
Active calls of the source: *; & = joins results of further samples.

SMILES | TRPML3 agonist | Wee1 degr inh | TNF death inh | Ba/F3 V617F tox | BaF3 parental | CHOP inh | RBBP9 inhibitor | PPC-1+TRAIL kill | zfTRPN1 agonist
CCOC(=O)C(=O)Nc1ccc(S(=O)(=O)N2CCOCC2)cc1OC | 0.1 | 6 | 0.2 | 5 | 5 | -5 | -10 | 9 | -0.3
O=c1[nH]c(=S)n(C2CCCCC2)c(O)c1C=NCCN1CCOCC1 | 1.6 | 3 | -4.4 | -5 | 1 | 14 | 2 | 7 | 0.8
O=C(CSc1nc2cc(C(F)(F)F)ccc2n1Cc1ccccc1)NC1CCS(=O)(=O)C1 (stereo not given) | -0.2 | -1 | 1.9 | 3 | 11 | 54 | -4 | 12 | -0.1
CCc1cccc(NC(=O)CCc2nc(-c3cccs3)no2)c1 | -0.7 | 3 | 1.0 | -2 | 4 | 42 | -5 | -8 | 1.3
COc1ccc(NC(=O)CSc2nnc(COc3ccccc3)n2Cc2ccco2)cc1OC | -0.2 | 0 | -0.1 | -2 | 3 | 20 | -3 | -5 | 1.7
COc1cccc(NC(=O)CCNC(=O)c2ccccc2Cl)c1 | 0.6 | -2 | 1.0 | 1 | 6 | -18 | -5 | 3 | 1.5
Cc1cc(C)c2ccc(/C=N/O)nc2c1O | -1.3 | -1 | -3.0 | 3 | 1 | 37 | -9 | 16 | -3.0
Cc1ccc(-c2nn(CC(=O)NCc3ccco3)c(=O)c3ccccc23)cc1 | -0.6 | -1 | -0.4 | -1 | 5 | 14 | -3 | 16 | 0.4
Cc1ccccc1OCC(O)Cn1c(Br)nc2c1c(=O)n(C)c(=O)n2C (stereo not given) | 2.2 | 4 | -8.2 | 3 | 9 | 1 | 1 | 39 | 6.1
CCN(c1ccc(NC(=O)COC(=O)c2ccc(C)c(S(=O)(=O)N3CCOCC3)c2)cc1)C(C)C | 0.1 | -1 | 0.7 | -1 | 3 | 25 | -5 | 3 | -0.2
Cc1cc(C)n(CCCNCC(O)c2ccccc2)n1 (stereo not given) | 0.5 | 1 | 0.7 | 1 | 6 | 0 | -6 | 14 | 0.4
O=C(Nc1ccc(F)cc1)c1cccc(N2C(=O)C3C4CCC(C4)C3C2=O)c1 (stereo not given) | 3.5 | -3 | -0.9 | 6 | 4 | -11 | -6 | -6 | 2.2
Cc1ccc(NC(=O)C[n+]2cc(-c3ccccc3)n3c2CCC3)cc1 | 0.0 | 0 | 0.4 | -1 | -2 | 2 | -7 | -1 | 1.3
O=c1c2ccccc2nc2n1C(CSCc1ccc(Cl)cc1)CS2 (stereo not given) | 0.1 | 1 | -9.0 | -2 | 20 | 25 | -7 | 14 | 0.2
COc1ccc(NC(=O)CSc2nnc(NC(=O)c3ccco3)s2)cc1 | 0.5 | 2 | -1.2 | -2 | 8 | -9 | -6 | 24 | 2.0
COC(=O)c1noc(-c2ccc(C)cc2)n1 | 0.5 | -2 | 0.6 | 0 | 5 | 7 | -2 | 10 | 0.3
Cc1ccc(N(CC(=O)NCCSCc2ccco2)S(=O)(=O)c2ccc(F)cc2)cc1 | -0.8 | -1 | -0.5 | 5 | 7 | 37 | 5 | 0 | -2.3
O=C(Nc1cc([N+](=O)[O-])ccc1F)C1CC1 | 0.7 | -2 | 1.4 | -1 | 5 | 18 | -3 | 9 | -0.4
Cc1ccc(S(=O)(=O)N=S(CC2CC2(Cl)Cl)CC2CC2(Cl)Cl)cc1 (stereo not given) | 0.0 | -2 | -2.0 | -3 | 4 | 40 | 6 | 15 | -1.3
CC1CN(/C=C/C(=O)C(F)(F)F)CC(C)O1 (stereo not given) | 0.8 | -2 | 0.0 | 3 | 11 | 4 | -1 | 37 | 2.0
Fc1ccc(Nc2ncnc3sc4c(c23)CCC4)cc1 | -0.8 | -1 | -7.5 | 0 | 8 | 42 | -10 | 6 | -1.1
C=CCn1c(SCC)nc(O)cc1=O | 0.8 | 0 | 0.3 | 1 | 4 | 26 | 3 | 3 | 0.6
O=C(O)c1cccc(S(=O)(=O)N2CCN(C(c3ccccc3)c3ccccc3)CC2)c1 | 0.2 | 0 | 0.0 | 1 | 5 | -8 | 1 | 16 | 0.1
COCCn1nnnc1C(CC(C)C)N1CCN(C(=O)c2ccco2)CC1 (stereo not given) | 0.1 | -2 | 2.2 | -4 | 4 | 1 | -1 | 11 | 1.5
COc1ccc(Cl)cc1NC(=O)Cn1cccc1 | -0.7 | -2 | 0.5 | 5 | 5 | 13 | -5 | 13 | -0.8
Cc1ccc(Nc2cc(=O)[nH]c(=O)[nH]2)c(C)c1 | -0.5 | -3 | -1.9 | -3 | 6 | 5 | 11 | 9 | 1.9
Cn1cccc1Cc1nnc(SCC(=O)NCc2ccccc2Cl)n1-c1ccc(F)cc1 | -0.5 | -2 | 0.5 | -5 | 1 | 20 | 0 | -1 | 0.3
COc1ccc(CCNc2nc(-c3ccco3)cc(C(F)(F)F)n2)cc1OC | 0.6 | -2 | -0.9 | -6 | 6 | 68 | -12 | 4 | -0.7
CC(=O)c1c(C)[nH]c(C(=O)COC(=O)c2cc(S(=O)(=O)N(C)c3ccccc3)ccc2Cl)c1C | 1.7 | 1 | 0.3 | -4 | 6 | 51 | 0 | 25 | 0.6
CC(=O)Nc1ccc(Cc2nc3ccccc3[nH]2)cc1 | 1.6 | 0 | 1.8 | -1 | 8 | 24 | -11 | 2 | 3.0
c1ccc(-n2nnnc2NCCCN2CCOCC2)cc1 | 0.7 | 4 | 0.5 | 2 | 3 | -14 | -3 | 0 | 0.1
O=C(NCc1cccnc1)c1ccccc1-c1nc(-c2ccccc2)no1 | 0.9 | -4 | -1.4 | 4 | 3 | 14 | -6 | 8 | 1.5
O=C(Oc1oc(-c2ccco2)nc1C=Nc1ccccc1)c1ccco1 | 0.5 | -2 | -11 | -3 | 6 | -20 | -9 | 17 | 0.7
O=C(Nc1ccc(OC(F)(F)F)cc1)Nc1cccnc1 | 3.5 | 4 | -0.8 | 3 | -1 | -4 | -11 | 15 | 7.4
Cc1ccc(CSc2nc3ccncc3n2CC(=O)Nc2cc(C)cc(C)c2)cc1 | 0.4 | 2 | 0.4 | 5 | 11 | 96* | -9 | 19 | 0.3
CC(C)Nc1nc(NC(C)C)nc(OCCOC(=O)c2ccccc2)n1 | -0.8 | 2 | -2.6 | 1 | 2 | 18 | -5 | 11 | -1.0
Cc1cc(C)c(NC(=O)C2CCCN2C(=O)NC2CCCCC2)c(C)c1 (stereo not given) | 0.5 | -3 | -0.1 | -3 | -1 | 2 | -3 | 12 | -1.7
COc1ccc(CCNC(=O)c2[nH]c(C)c(C(C)=O)c2C)cc1 | 1.2 | 2 | -0.1 | -4 | -2 | -24 | 3 | 7 | 0.0
Cc1cccc(Nc2nc(N)nc(CN3CCC(C)CC3)n2)c1C | 0.0 | 0 | 0.4 | -1 | 4 | 3 | -11 | 8 | -0.4
Cc1ccc(NS(=O)(=O)c2ccc3[nH]c(=O)c(=O)[nH]c3c2)cc1Cl | -1.3 | -3 | 1.0 | 7 | 8 | -1 | -3 | -13 | 0.9
CCc1nnc(SCc2ccc(CSc3nnc(CC)n3N)cc2)n1N | 0.1 | 2 | -1.6 | 1 | 3 | 12 | -2 | 18 | 1.9
O=C(Nc1nccs1)C(F)(F)C(F)(F)C(F)(F)C(=O)Nc1nccs1 | 0.9 | 3 | 0.9 | -7 | -7 | -7 | 4 | 15 | 2.2
COC(=O)c1cnn(-c2ccc(F)cc2F)c1/C=N/NC(N)=S | 2.2 | -3 | -2.5 | -2 | -7 | -10 | 0 | 6 | 5.0
Nc1ccccc1Sc1ccc(C(=O)c2ccccc2C(=O)O)cc1[N+](=O)[O-] | 0.6 | 2 | 0.9 | -2 | 0 | 13 | 1 | 15 | 0.3
CCOc1ccc(/C=N/NC(=O)C(C)N(c2ccc(OC)cc2)S(C)(=O)=O)cc1OCC (stereo not given) | -0.3 | 3 | 0.0 | -5 | -1 | -18 | -2 | -7 | -0.8

Ordered by the number under Wee1 degr inh (largest number first): 3 of the compounds above.
structure | TRPML3 agonist | Wee1 degr inh | CHOP inh | RBBP9 inhibitor
CCOC(=O)C(=O)Nc1ccc(S(=O)(=O)N2CCOCC2)cc1OC | 0.1 | 6 | -5 | -10
O=C(Nc1nccs1)C(F)(F)C(F)(F)C(F)(F)C(=O)Nc1nccs1 | 0.9 | 3 | -7 | 4
CC(=O)c1c(C)[nH]c(C(=O)COC(=O)c2cc(S(=O)(=O)N(C)c3ccccc3)ccc2Cl)c1C | 1.7 | 1 | 51 | 0

Further compounds follow:
SMILES | TRPML3 agonist | Wee1 degr inh | TNF death inh | Ba/F3 V617F tox | BaF3 parental | CHOP inh | RBBP9 inhibitor | PPC-1+TRAIL kill | zfTRPN1 agonist
O=C(CCCN1CCC(O)(c2ccc(Cl)cc2)CC1)c1ccc(F)cc1 | 2.8&1.2 | -2&3 | 2.7 | 7&5 | 10&-3 | 8&-3&7 | -13&-12 | 30&16 | 1.8&0.2
Cn1c(N)c(C(=O)COC(=O)CNS(=O)(=O)c2ccc(Cl)c(Cl)c2)c(=O)n(C)c1=O | 0.1 | -1 | 0.5 | -2 | 2 | -3 | -5 | 27 | 1.2
COc1ccc(-c2nnc(SCC(=O)c3ccc[nH]3)o2)cc1 | 0.3 | 0 | -0.6 | 3 | 8 | 3 | -5 | 7 | 0.0
O=C(N/N=C/c1ccsc1)c1cc(-c2ccncc2)nc2ccccc12 | 0.5 | 2 | -15 | 2 | 1 | -3 | 3 | 15 | 1.5
OC(COc1cccc(OCC(O)CN2CCOCC2)c1)CN1CCOCC1 (stereo not given) | 0.8&0.0 | -2&1 | 0.0&1.3 | 0&-2 | 3&8 | 7&7 | -4&2 | -2 | 1.9&0.1
COc1ccc(-c2nc(CS(=O)CC(=O)NCc3ccco3)c(C)o2)cc1 (stereo not given) | 0.2 | -3 | -0.2 | -4 | 2 | 23 | -2 | 13 | 0.4
CCCN(CCC)c1ccc(/C=N/NC(=O)CN2CCOCC2)cc1 | 1.1 | 0 | 0.9 | 0 | 3 | 21 | -1 | 0 | -0.7
CC1=C(C(=O)OC2CCCCCCC2)C(c2cc3c(cc2Br)OCO3)CC(=O)N1 (stereo not given) | 0.4 | -3 | 1.3 | -4 | 0 | 17 | -7 | 4 | -0.8
